m-calpain inh: calpain II (pig) inhibition; inhibition, % at 16 µM; actives 0.37% (n = 220,000); purified calpain II, fluorogenic peptide substrate, 30 min;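 active = inhibition above about 50%, limit read from the data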
Ba/F3 V617F tox: loss of viability in JAK2V617F-driven Ba/F3 cells; inhibition, % at 5.6 µM; actives 1.1% (n = 220,000); Ba/F3 EpoR-JAK2V617F viability, ATP luminescence; AID 1446;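 active = inhibition above the campaign mean plus 3 SD over all tested compounds, cut at about 24% in these data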;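 note: cytokine-independent growth of Ba/F3 cells driven by EpoR plus mutant JAK2; 0% = DMSO-treated cells and 100% = JAK inhibitor I control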
EP2 mod: modulates human prostaglandin E2 receptor EP2 signaling | actives 0.83% (n = 260,000) | AID 940 | EP2-expressing cells, cAMP HTRF FRET, PGE2 co-stimulation | induction, % at 25 µM;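 active = compounds whose cAMP rise, as percent of the full-agonist control response, exceeds 60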;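 note: rat C6 glioma line stably carrying human EP2 under a CMV promoter; the protocol text gives 20 µM as final concentration; 100% = response of wells given 1 µM PGE2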
Target sequence (P43116 whole entry, looked up): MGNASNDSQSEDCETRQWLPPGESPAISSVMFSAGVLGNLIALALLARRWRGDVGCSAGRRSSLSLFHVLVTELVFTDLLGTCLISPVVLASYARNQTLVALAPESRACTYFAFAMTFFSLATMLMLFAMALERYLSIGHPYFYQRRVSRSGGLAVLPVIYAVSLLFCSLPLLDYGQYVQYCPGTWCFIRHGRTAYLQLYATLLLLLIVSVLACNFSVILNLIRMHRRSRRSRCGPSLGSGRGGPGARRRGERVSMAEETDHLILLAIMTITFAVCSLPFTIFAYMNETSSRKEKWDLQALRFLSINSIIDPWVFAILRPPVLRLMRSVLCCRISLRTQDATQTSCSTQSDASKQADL
PERK inh: inhibitors of human PERK kinase. CHO PERK-DD fusion, SEAP luminescence translation reporter. inhibition, % at 5.6 µM. actives 0.17% (n = 220,000);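 active = inhibition above the mean inhibition of all tested compounds plus 3 SD, set separately per screening campaign, cut at about 2.9% in these data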;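 note: PERK kinase domain activated by AP20187 dimerizer at 100 nM; 0% = DMSO with dimerizer and 100% = rapamycin at 8.4 µM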
TRPML3 ag: activates the human TRPML3 channel; Q8TDD5; HEK293 TRPML3-YFP, Fluo-8 calcium fluorescence; 100% = the carbachol control signal; activation, % at 3 µM; actives 0.29% (n = 220,000); AID 1448;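 active = activation above its plate's cutoff, the mean activation of the plate's test wells plus 3 SD, cut at about 12% in these data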;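 note: 0% = DMSO only wells and 100% = carbachol wells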
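Test system: TRPML3-YFP stable HEK293 cells. Doses: single point at 3 µM. Incubation: dye loading 1 h 37 °C then 30 min ambient, 125 s read. Signal: Fluo-8 calcium dye fluorescence, ex 470-495, em 515-575 nm. Measure: percent activation from peak-to-basal fluorescence ratio, scaled between DMSO and carbachol.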
S1P4 antagonist: antagonists of human S1P4 receptor | O95977 | S1P4-expressing cells, antagonist mode, reporter read-out | inhibition, % at 4.98 µM | actives 0.26% (n = 220,000); in the data active = inhibition above about 29%;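 note: 0% = wells stimulated with agonist and 100% = vehicle wells without agonist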
Target sequence (O95977 whole entry, looked up): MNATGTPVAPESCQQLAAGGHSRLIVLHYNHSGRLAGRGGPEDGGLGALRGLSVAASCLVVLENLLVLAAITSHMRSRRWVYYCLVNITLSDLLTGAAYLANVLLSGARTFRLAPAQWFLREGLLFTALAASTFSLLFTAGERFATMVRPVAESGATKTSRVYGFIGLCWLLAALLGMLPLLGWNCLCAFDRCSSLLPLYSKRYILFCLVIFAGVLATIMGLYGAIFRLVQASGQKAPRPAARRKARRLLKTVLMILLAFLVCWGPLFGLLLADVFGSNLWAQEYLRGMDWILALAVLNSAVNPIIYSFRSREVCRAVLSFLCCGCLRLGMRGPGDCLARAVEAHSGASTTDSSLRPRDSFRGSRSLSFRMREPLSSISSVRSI
S1P4 agonist: agonists of human S1P4 receptor. O95977. S1P4-expressing cell line, agonist reporter assay. activation, % at 4.98 µM. actives 0.35% (n = 220,000); in the data active = activation above about 11%;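 note: 0% = DMSO vehicle and 100% = reference agonist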
TRPN1 ag: activates the zebrafish TRPN1 channel. HEK293 zebrafish TRPN1-YFP, Fluo-8 calcium fluorescence; 100% = response to 87 µM carbachol. activation, % at 3 µM. AID 1424. actives 0.18% (n = 220,000);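 active = activation above its plate's cutoff, the mean activation of test wells on that plate plus 3 SD, cut at about 19% in these data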;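 note: 0% = DMSO alone and 100% = 87 µM carbachol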
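Material: zebrafish TRPN1-YFP in HEK293 cells. Doses: one dose of 3 µM, 0.3% DMSO. Incubation: dye 1 h 37 °C plus 30 min RT. Measured by: intracellular calcium fluorescence with Fluo-8.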
BaF3 tox: reduces parental Ba/F3 cell viability, JAK2V617F counter-screen; CellTiter-Glo ATP luminescence; inhibition, % at 5.6 µM; actives 1.1% (n = 220,000);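 active = inhibition above a per-campaign cutoff, the mean inhibition of all tested compounds plus 3 SD, cut at about 27% in these data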;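 note: 0% = DMSO wells and 100% = JAK Inhibitor I control wells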
Active calls of the source: *; · = no result given; & = joins results of further samples.

SMILES	m-calpain inh	Ba/F3 V617F tox	EP2 mod	PERK inh	TRPML3 ag	S1P4 antagonist	S1P4 agonist	TRPN1 ag	BaF3 tox
Cc1ccc(-c2[nH]nc3c2C(c2ccsc2)C(C#N)=C(N)O3)cc1 (centres undefined)	-33.8	3.6	-27.7	-0.5	-0.3	12.0	0.1	-0.2	2.2
CCCCC1CCC(/C(N)=N/O)CC1 (centres undefined)	37.3	6.8	4.3	-0.5	-0.9	-1.0	1.2	-1.6	14.2
COC(=O)c1c(C)n(-c2ccccc2)c2ccc(O)cc12	-15.4	-3.7	14.8	0.3	-0.8	-10.4	-0.3	-0.7	2.3
O=[N+]([O-])c1cc(C(F)(F)F)cc([N+](=O)[O-])c1NCc1cccnc1	-2.5	-3.3	6.1	0.2	-0.2	-29.8	0.2	-0.2	1.7
COc1ccc(Nc2nc(-c3cccs3)cs2)c(OC)c1	-26.5	-2.0	-15.4	-0.7	1.1	7.0	1.6	0.5	1.2
Fc1cccc(Cc2noc(CN3CCC(c4ccncc4)CC3)n2)c1	-20.5	0.1	-15.9	1.5	3.6	7.5	-2.3	5.3	15.1
COc1ccc(NC(=O)c2cc(-c3ccc(OC)c(OC)c3)on2)cc1OC	-56.8	-3.7	24.1	0.8	-0.6	1.4	-1.3	-0.3	-3.0
CC1=Nc2ccccc2/C1=C/c1sc(=O)n(CC(=O)N2CCCC2)c1O	-7.4	3.1	-35.3	-0.2	0.7	-13.2	0.1	2.0	9.6
O=C(c1ccccc1)N(c1ccccc1)C1C=CS(=O)(=O)C1 (centres undefined)	-30.5	0.4	-6.6	1.0	0.7	-9.0	-1.0	0.3	1.8
CCNC(=O)COC(=O)c1sccc1C	-14.5	0.4	30.4	1.2	0.1	8.4	1.7	-0.2	2.2
Nn1c(=O)c2ccccc2n2c(SCc3ccccc3)nnc12	-35.1	-1.6	13.5	-1.0	-0.3	-22.3	-1.2	-0.1	-2.5
O=C(N/N=C/c1cccnc1)c1ccccc1OCc1ccc(Br)cc1	4.8	-3.6	1.4	-0.7	0.7	-0.3	-0.1	-0.1	2.0
COc1cc(N=Cc2c(O)[nH]c3ccccc23)cc(OC)c1OC	1.4	7.0	-28.7	-0.9	-0.1	-7.9	1.1	-1.7	-11.3
Cc1ccc(C(=O)NC(=S)NNS(=O)(=O)c2ccccc2)cc1	-10.2	-3.3	24.7	1.1	-0.1	-15.9	0.2	1.8	8.1
CCC(C)(C(=O)NC1CCCC1)N(CC1CCCO1)C(=O)CNC(=O)c1ccccc1 (centres undefined)	-6.8	3.7	14.2	-1.3	0.3	-6.4	-1.2	-0.4	8.6
COc1cc(NC(=O)c2ccc3c(c2)OCO3)ccc1NC(=O)c1ccco1	-69.1	-4.3	7.7&-11.7	1.0	0.8	-19.1	0.9	-0.1	3.4
Cc1n[nH]c(=S)n1Cc1ccccc1	-13.1	0.6	-14.7	0.7	0.6	-6.1	1.1	2.4	1.1
CCN1CCN(c2oc(COc3ccc(Cl)cc3)nc2C#N)CC1	7.3	3.8	-18.5	-0.2	-0.2	4.9	-0.2	-0.5	-2.3
CC(C(=O)OCC(=O)c1ccccc1)N1C(=O)c2ccccc2C1=O (centres undefined)	-22.8	-2.1	-38.4	0.5	1.0	-2.1	-1.0	0.9	4.6
CC(C)C(=O)Nc1ccc(-c2csc(-c3ccccc3)n2)cc1	13.4	-6.5	-17.1	0.8	-0.1	-1.8	-0.5	0.9	1.0
Cc1ccc(S(=O)(=O)N/N=C/c2ccccc2O)cc1[N+](=O)[O-]	6.0	-0.3	1.1	1.0	1.4	-6.6	0.7	1.1	0.7
Cc1cc(=O)[nH]c(SCC(=O)OCc2ccccc2)c1C#N	-29.8	-1.1	13.7	-0.3	0.6	5.1	0.9	1.9	8.7
COc1ccc(/C=N/NC(=O)Cn2nc(C)c([N+](=O)[O-])c2C)cc1	-1.0	-1.1	-33.6	0.1	0.6	-13.3	0.1	0.9	-1.8
CN1[C@@H]2CC[C@H]1CC(OC(=O)C(CO)c1ccccc1)C2 (some centres undefined)	-0.8	-0.4	9.0	1.4	0.1	-10.5	1.7	1.3	5.4
NS(=O)(=O)c1ccc(NC(=O)c2cccc(Cl)c2)cc1	-7.4	-2.1	-22.8	1.2	1.0	-2.9	1.4	3.1	-0.9
Cc1nc2ccccc2c(=O)n1/N=C/c1ccco1	-3.6	1.8	18.3	-0.2	1.3	7.2	-1.7	0.2	10.2
CCn1cc(CN2CCc3c([nH]c4ccccc34)C2c2cccc(OC)c2OC)c(C)n1 (centres undefined)	-42.0	-3.2	-0.3	-0.2	-0.7	-5.8	-1.9	-1.5	1.3
Cc1cccc(-n2c(SCC(N)=O)nnc2-c2ccccn2)c1C	-5.6	0.2	8.2&16.3	0.6	0.1	-7.6	1.3	1.4	3.0
COc1cccc(N(Cc2nnc3n2CCCCC3)C(=O)Nc2ccccc2F)c1	3.7	-2.5	30.0	1.2	0.0	-6.3	2.1	0.5	3.0
CNC(=O)c1cc2cccc(OC)c2oc1=O	-38.1	1.0	-12.7	0.3	-0.1	-21.4	0.1	0.8	4.4
CC(=O)CCCCn1cnc2c1c(=O)n(C)c(=O)n2C	8.3	5.3	·	0.4	0.5	-4.2	0.6	0.1	-2.6
Cc1cc(N2C(=O)C3C4C=CC(C4)C3C2=O)no1 (centres undefined)	1.7	-4.0	9.7	1.2	1.1	-26.1	-1.1	0.4	2.0
CC1(C)C(=O)OC(c2cccn2-c2cccc([N+](=O)[O-])c2)C2(CCCCC2)C1=O (centres undefined)	-6.6	-2.4	18.9	1.1	1.1	-25.5	2.0	-1.0	-2.5
Cc1cc(N2CCCCC2)nc(SCC(=O)c2ccccc2)n1	-14.2	1.3	13.5&-11.4	-1.8	-0.9	-12.7	1.1	-0.9	4.5
COc1cccc(-n2c(SCc3c(C)noc3C)nnc2-c2cccc(S(=O)(=O)N(C)C)c2)c1	-59.9	3.6	19.2	-0.7	-0.2	-1.8	-1.7	-0.4	8.7
CCCC(=O)C1CCN(Cc2ccccc2)CC1	-21.0	-1.1	12.4	-0.6	0.9	-3.4	0.0	1.0	4.3

Given with two lines to a compound: entries from further up
Each structure is followed by: m-calpain inh	Ba/F3 V617F tox	EP2 mod	PERK inh	TRPML3 ag	S1P4 antagonist	S1P4 agonist	TRPN1 ag	BaF3 tox
> Cc1cc(N2CCCCC2)nc(SCC(=O)c2ccccc2)n1
    -14.2	1.3	13.5&-11.4	-1.8	-0.9	-12.7	1.1	-0.9	4.5
> CC1(C)C(=O)OC(c2cccn2-c2cccc([N+](=O)[O-])c2)C2(CCCCC2)C1=O (centres undefined)
    -6.6	-2.4	18.9	1.1	1.1	-25.5	2.0	-1.0	-2.5
> CCn1cc(CN2CCc3c([nH]c4ccccc34)C2c2cccc(OC)c2OC)c(C)n1 (centres undefined)
    -42.0	-3.2	-0.3	-0.2	-0.7	-5.8	-1.9	-1.5	1.3
> NS(=O)(=O)c1ccc(NC(=O)c2cccc(Cl)c2)cc1
    -7.4	-2.1	-22.8	1.2	1.0	-2.9	1.4	3.1	-0.9

The list goes on:
SMILES	m-calpain inh	Ba/F3 V617F tox	EP2 mod	PERK inh	TRPML3 ag	S1P4 antagonist	S1P4 agonist	TRPN1 ag	BaF3 tox
Oc1cccc(/C=N/c2c(-c3ccco3)nc3ccccn23)c1	-476.8	-3.9	-9.7	0.1	0.2	-11.5	-0.2	0.1	1.5
CCOc1ccc(N2C(=O)/C(=C/c3cccs3)N(C)C2=S)cc1	-30.5	-1.7	-10.0	1.6	0.5	-4.6	0.5	-0.1	-0.2
Cc1nc2c3ccccc3nc(SCC(=O)c3ccc(Cl)cc3)n2n1	-9.1	2.2	6.2	0.0	0.3	-17.8	-1.4	0.1	3.1
CC(C)C(NC(=O)/C=C/c1cccc([N+](=O)[O-])c1)C(C)C	8.8	-6.1	-8.6	-0.2	-0.1	1.1	0.6	-3.0	2.9
CCOC(=O)c1cccc(NC(=O)CN2CCN(c3ccc(OC)cc3)CC2)c1	-5.0	-3.4	-17.2	0.7	-0.3	-13.1	-1.3	-1.6	1.0
Cc1ccccc1NC(=S)NC(NC(=O)c1ccco1)C(Cl)(Cl)Cl (centres undefined)	11.3	0.5	-31.3	-0.3	0.4	-13.3	0.5	-0.2	2.5
O=C(CC1C(=O)NCCN1Cc1c(F)cccc1Cl)NCc1ccccc1 (centres undefined)	-22.4	0.1	26.8	0.3	0.7	-13.9	1.8	0.6	6.9
Cc1ccc(CSCc2ccc(C(=O)NCCCN3CCOCC3)o2)cc1	-3.0	-0.7	2.5	0.5	1.0	1.0	0.1	0.8	2.5
O=C(Nc1ccc(Cl)c(Cl)c1)Nc1nc(-c2ccccc2)cs1	15.2	3.0	2.2	0.0	0.3	1.0	0.9	-0.6	0.9
COc1cc(NC(=O)c2cccs2)cc(OC)c1	-22.6	-2.6	-17.1&-46.0	-0.6	-0.3	-4.5	-1.8	-0.8	1.1
CC(C)(C)C(=O)CSc1ncccn1	-27.8	0.9	8.2	1.6	-0.9	-15.5	1.9	1.4	5.7
CCNC(=O)c1ccc2c(c1)C1C3CCC(C3)C1C(c1ccccc1)N2 (centres undefined)	8.7	1.8	11.3	-0.3	-0.6	-0.8	0.2	-1.3	9.4
Cc1ccc2[nH]cc(C(=O)CCl)c2c1	-3.3	-1.7	-59.3	0.0	0.5	-4.8	-0.8	0.4	6.3
CC(=O)N1CCN(c2ccccc2NC(=O)Cc2ccc(Cl)cc2)CC1	-12.1	-2.1	24.0	-0.3	0.5	-3.4	-0.9	-1.3	-1.2
c1ccc(CCNc2nc(-c3ccncc3)cs2)cc1	-11.1	-5.9	-79.8	0.2	1.7	4.2	0.2	3.7	3.0
CCOc1cc(NC(=S)NCC2CCCO2)c(OCC)cc1NC(=O)c1ccccc1 (centres undefined)	5.8	-2.2	3.9	-1.4	0.9	-8.3	-2.0	0.9	-0.6
Cc1cccc2c1nc(-c1ccccc1)n1nnnc21	-20.2	2.0	8.6	-0.6	0.9	-2.1	0.0	-0.6	4.5
CCOC(=O)c1cc2sccc2n1CC(=O)Nc1ccc2c(c1)OCCO2	-132.0	-4.4	21.6&-18.0	0.5	0.2	-9.8	0.1	0.0	0.3
COc1ccc(C2=NN(C(=O)c3cccs3)C(O)(C(F)(F)F)C2)cc1 (centres undefined)	-6.2	-1.5	97.8*	-0.3	-0.8	8.4	1.2	-2.5	3.2
O=[N+]([O-])c1c(Nc2ccccn2)cc(Cl)c2nonc12	-3.5	0.5	-88.1	1.1	0.5	-0.8	0.8	-1.4	-1.1
Cc1cccc(C2c3[nH]c4ccccc4c3CCN2Cc2cnn(-c3ccc(F)cc3)c2)n1 (centres undefined)	-23.2	-2.3	-22.7	0.2	1.0	-5.2	-1.1	-0.2	4.4
O=C(NNc1nc2c(F)cc(F)cc2s1)c1ccccc1	-26.6	0.8	-45.1	1.6	1.5	-8.2	-0.5	1.3	8.4
C=CCc1cccc(/C=N/c2ncccc2O)c1O	8.9	-1.4	42.7	-0.6	1.1	1.8	0.5	0.5	4.9
CN(Cc1nc2ccccc2c(=O)[nH]1)C(=O)c1ccc(S(=O)(=O)N(C)C)cc1	-4.6	-4.7	2.8	0.4	1.0	5.9	-4.1	0.5	-1.2
Cc1ccc2[nH]c(=O)c(CN(Cc3nnnn3C3CCCC3)C3CCCCC3)cc2c1	-4.0	-0.1	6.9	0.0	0.1	-11.7	0.8	-0.2	5.0
Cc1cc(C(=O)N2CCC(C(=O)O)CC2)c(C)o1	-11.0	-2.3	4.1	0.2	1.0	-10.9	1.5	1.4	-4.8
